GALK inh: qHTS Assay for Inhibitors of Human Galactokinase (GALK); P51570; Purified GALK, Kinase-Glo residual ATP luminescence; Potency, µM (titrated, usually from 57.5 µM), for the others: at the top dose activity change, negative = inhibition, actives largely listed as inhibitors; actives 0.007% (n = 270,000); AID 1868, 2009; further: potency means the concentration at half of the fitted maximal effect; on the % scale 0 is the no-effect control and ±100 the full control effect
Target sequence (P51570 whole entry, looked up): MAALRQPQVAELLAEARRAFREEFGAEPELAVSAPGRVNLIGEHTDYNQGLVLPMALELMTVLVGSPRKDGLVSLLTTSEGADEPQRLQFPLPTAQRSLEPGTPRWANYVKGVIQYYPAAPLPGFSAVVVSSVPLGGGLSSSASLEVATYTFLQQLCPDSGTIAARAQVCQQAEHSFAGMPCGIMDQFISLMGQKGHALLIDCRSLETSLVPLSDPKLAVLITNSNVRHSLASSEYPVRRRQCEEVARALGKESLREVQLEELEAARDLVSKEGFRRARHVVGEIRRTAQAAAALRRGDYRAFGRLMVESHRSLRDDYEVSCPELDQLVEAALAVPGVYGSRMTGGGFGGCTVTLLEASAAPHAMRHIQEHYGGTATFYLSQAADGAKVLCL
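Kinase-Glo Plus luminescence measured ATP left after a 1 h room-temperature reaction. The reaction used 5 nM GALK, 100 uM galactose and 35 uM ATP at pH 8.0 (20 mM HEPES, 5 mM MgCl2, 60 mM NaCl, 1 mM DTT, 0.01% BSA).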
Menin MLL FP TR: qHTS Assay for Inhibitors Targeting the Menin-MLL Interaction in MLL Related Leukemias: Competition With Texas Red Labeled MLL-derived Mutant Peptide; Potency, µM (titrated, usually from 61.6 µM), for the others: at the top dose FP activity change, negative = inhibition, hits mostly inhibitors; Menin + Texas Red MLL mutant peptide, fluorescence polarization; O00255; actives 0.23% (n = 270,000); active means well fitted inhibition curve with a large enough effect in the polarisation, with a control signal flat, not every such curve was filed as active; inconclusive means small, poorly fitted or top-dose-only effect, or effect the other way, or a change in a side signal; inactive means no such curve, though single readings can be large or run the other way; the % refers to the polarisation; further: potency means the concentration at half of the fitted maximal effect; % of control where 0% means no effect; many of its hits are not listed in these tables
BCR signal inh: qHTS Assay to Find Inhibitors of Chronic Active B-Cell Receptor Signaling | ABC-DLBCL IkBa-CBG/CBR reporter, luminescence ratio, 4 h | Potency, µM (top dose mostly 46.1 µM), without a hit: top-dose ratio change, negative = lower green/red ratio, actives largely listed as inhibitors | actives 0.05% (n = 340,000); active means well fitted inhibition curve with a large enough effect in the signal ratio, with a control signal flat, not every such curve was filed as active; inconclusive means small, poorly fitted or top-dose-only effect, or effect the other way, or a change in a side signal; the % refers to the signal ratio;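 further: potency means the concentration at half of the fitted maximal effect; plate controls were basal doxycycline-induced cells for no effect and cells given 10 µM MG132 for full effect; MG132 reads +100%, hits lower the ratio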
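TMD8 ABC-DLBCL cells carrying doxycycline-inducible green luciferase fused to IkappaBalpha plus unfused red luciferase were exposed to compounds (up to 46 uM) for 4 hrs at 37C. Activity came from the overlap-corrected green/red luminescence ratio.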
Coupling enz: qHTS Assay for Inhibitors of Fructose-1,6-bisphosphate Aldolase from Giardia Lamblia: Coupling assay counterscreen; coupling enzyme system counterscreen, AmpLite Red fluorescence; activity change, negative = inhibition, % at 58.2 µM, hits read low; actives 0.67% (n = 290,000); in the data active means activity change below about -30%; further: on the % scale 0 is the no-effect control and ±100 the full control effect
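Counterscreen of the coupled detection system alone, without aldolase: glyceraldehyde-3-phosphate coupling enzymes plus AmpLite Red readout. Compounds at 57.5 uM final, 10 min RT preincubation, 20 min RT reaction, fluorescence 525/598 nm.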
Integrin act MD: qHTS for Activators of Integrin-Mediated Alleviation for Muscular Dystrophy; AID 624291, 2012; actives 0.064% (n = 350,000); alpha7betagal myoblasts, beta-gal FDG fluorescence, 48 h; Potency, µM (series often up to 38.3 µM), inactives show at the top dose activation, most hits filed as activators;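 further: potency means the concentration at half of the fitted maximal effect; 100% = response of the positive control SU9516; nearly all actives have a fitted effect of over 60% in size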
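alpha7betagal+/- myoblasts (passage 13, 250/well) treated 48 h at 37C with compounds at 1:260 dilution of DMSO stock. Lysed, then beta-galactosidase activity read as FDG fluorescence (ex 480/em 540) after 30 min, with pre-read for autofluorescence.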
B2AR arrestin: qHTS assay of beta-arrestin-biased ligands of beta2-adrenergic receptor. Beta-2 adrenergic receptor (Homo sapiens), P07550. beta-arrestin recruitment to beta2AR, cell-based reporter. Potency, µM (doses to about 46.1 µM), inactives show top-dose activation, usual class: activators. actives 0.02% (n = 330,000);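 further: potency means the concentration at half of the fitted maximal effect; 0% = DMSO controls and full agonism = EC100 isoproterenol or metaproterenol; nearly all actives have a fitted effect of over 65% in size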
Tb PFK inh: qHTS Assay to Find Inhibitors of T. brucei phosphofructokinase; Potency, µM (highest dose often 57.5 µM), without a hit: at the highest dose activity, negative = inhibition, actives largely listed as inhibitors; T. brucei PFK, ADP-Glo luminescence; ATP-dependent 6-phosphofructokinase (Trypanosoma brucei brucei), O15648; actives 0.17% (n = 330,000);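 further: potency means the concentration at half of the fitted maximal effect; 0% = uninhibited 1x PFK enzyme wells and -100% = no-enzyme wells; nearly all actives have a fitted effect of over 60% in size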
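Activity is normalized to no-enzyme wells (full inhibition) and 1.25 nM enzyme wells (no inhibition). Reaction: 0.5 mM F6P, 0.1 mM ATP, 45 min RT, ADP-Glo luminescence; concentration-response curves fitted and classed by quality.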
PKM2 act: qHTS Assay for Activators of Human Muscle isoform 2 Pyruvate Kinase; Pyruvate kinase PKM (Homo sapiens), P14618; purified PKM2, Kinase-Glo ATP luminescence, activation; response scale: 0% is enzyme alone, no compound; Potency, µM (highest dose often 57.5 µM), without a hit: at the highest dose activation, hits mostly activators; AID 1631, 2009; actives 0.34% (n = 260,000); further: potency means the concentration at half of the fitted maximal effect; on the % scale 0 is the no-effect control and ±100 the full control effect; nearly all actives have a fitted effect of over 55% in size
Target sequence (P14618 whole entry, looked up, canonical isoform): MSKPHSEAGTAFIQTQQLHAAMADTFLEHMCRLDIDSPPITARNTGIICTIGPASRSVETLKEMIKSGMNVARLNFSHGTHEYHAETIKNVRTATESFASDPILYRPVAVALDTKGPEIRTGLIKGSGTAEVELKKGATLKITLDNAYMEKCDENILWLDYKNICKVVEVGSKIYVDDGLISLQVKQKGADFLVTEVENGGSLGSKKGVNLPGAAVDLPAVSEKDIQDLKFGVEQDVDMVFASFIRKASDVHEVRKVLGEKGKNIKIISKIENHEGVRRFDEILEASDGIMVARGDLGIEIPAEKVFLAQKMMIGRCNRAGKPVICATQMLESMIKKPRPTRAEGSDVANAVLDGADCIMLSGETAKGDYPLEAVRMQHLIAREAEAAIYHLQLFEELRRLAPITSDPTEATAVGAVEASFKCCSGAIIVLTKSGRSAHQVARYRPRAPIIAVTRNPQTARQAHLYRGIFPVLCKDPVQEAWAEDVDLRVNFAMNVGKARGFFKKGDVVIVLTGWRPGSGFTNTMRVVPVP
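Kinase-Glo luminescence reports ATP generated from ADP (0.1 mM) and PEP (0.5 mM) by purified hPK-M2 after 1 h at room temperature, pH 7.2 imidazole buffer; intermediate enzyme activity allows detecting inhibitors and activators.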
Giardia kill: Small Molecules that selectively kill Giardia lamblia: qHTS; Giardia lamblia trophozoite viability; activity change, % at 7.66 µM, hits read low; actives 0.15% (n = 340,000); in the data active means activity change below about -80%; inconclusive means between about -30% and that limit;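 further: parasites exposed to compound for two days anaerobically before the ATP read; on the % scale 0 is the no-effect control and ±100 the full control effect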
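Giardia trophozoites, 100 cells per well, were exposed to compounds for 48 hrs at 37 deg C under anaerobic conditions; viability was then read as ATP content by bioluminescence after 15-30 min at room temperature.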
ASM inhibitor: Inhibitors of Secretory Acid Sphingomyelinase (S-ASM): qHTS; Sphingomyelin phosphodiesterase (Homo sapiens), P17405; placental ASM, HMU-PC fluorogenic substrate, 60 min; Potency, µM (top dose mostly 57.5 µM), inactives show at the highest dose activity change, negative = inhibition, usual class: inhibitors; actives 0.006% (n = 340,000); further: potency means the concentration at half of the fitted maximal effect
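Steps: dispense placental human ASM, pin compound, wait 10 min at room temperature, add HMU-PC0 substrate at 9 uM final, incubate 60 min at 37 °C, add stop solution raising pH to 10, read fluorescence.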
PTAP TSG101 blk: qHTS Assay for Iinhibitors of HIV-1 Budding by Blocking the Interaction of PTAP/TSG101. AID 493005, 2010. 340,000 tested, under 10 active. Fluorescence polarization, FITC-PTAP peptide / Tsg101 binding. Potency, µM (titrated, usually from 115 µM), for inactives: at the top dose activity change, negative = inhibition, usual class: inhibitors; active means well fitted inhibition curve with a large enough effect in the main read-out, with a control signal flat, not every such curve was filed as active; inconclusive means small, poorly fitted or top-dose-only effect, or effect the other way, or a change in a side signal; inactive means no such curve, though single readings can be large or run the other way; further: potency means the concentration at half of the fitted maximal effect; % of control where 0% means no effect
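FP read-out: FITC-PTAP peptide, 50 nM final, binding Tsg101 binding domain, 10 uM final; 20 min, r.t.; 10 mM HEPES pH 7.5, 0.15 M NaCl, 0.01% Tween 20, 3 mM EDTA, 0.1 mM TCEP.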
* = called active by the depositor; ? = inconclusive; / = no result given; & = joins results of further samples; [ ] = another dose, or the depositor's remark. Unless noted, the call rests on the fitted dose curve; in most records, active means well fitted curve in the direction sought with a large enough effect; inconclusive means small, poorly fitted or top-dose-only effect, or another doubt; inactive means no such curve, though single readings can be large; an effect the other way counts as inactive or inconclusive. An excerpt (hit frequency here may not be typical).

SMILES	GALK inh	Menin MLL FP TR	BCR signal inh	Coupling enz	Integrin act MD	B2AR arrestin	Tb PFK inh	PKM2 act	Giardia kill	ASM inhibitor	PTAP TSG101 blk
CN1CCCNc2nc3ccccc3nc21	0%	/	?	-21	17%	0.8%	1%	1%	21	467%[activator]	-1%
Cc1ccc(N(C(=O)c2csnn2)C(C(=O)NC2CCCCC2)c2ccccn2)cc1C (stereo not given)	-2%	-22%	7%	1	?	0.4%	3%	0%	-8	-1%	-1%
CCOC(=O)c1c(C)[nH]c(C(=O)COC(=O)c2ccncc2)c1C	0%	-13%	-1%	2	-5%	-0.6%	-2%	-6%	-7	-11%	-1%
CCN=C1SC(CC(=O)Nc2ccc3c(c2)OCO3)C(=O)N1CC (stereo not given)	1%	-1%	-3%	1	23%	-0.4%	-2%	19%	4	1%	-6%
COc1ccc(N(C)C(=O)CCS(=O)(=O)c2cccc3nonc23)cc1	3%	-19%	/	2	-15%	/	/	-1%	8	0%	-3%
Nn1c(Nc2ccccc2)nc2ccccc21	-1%	-7%	-3%	2	-18%	-0.5%	-1%	-19%	-13	-3%	-4%
Cc1cccc2nc(COc3ccc(Cl)c4cccnc34)cn12	1%	-19%	?	-3	-9%	-0.1%	10%	-15%	2	2%	-13%
Cc1ncc([N+](=O)[O-])n1CCOC(=O)c1ccc(Br)cc1	-2%	10%	-1%	0	10%	-0.1%	10%	10%	-80*	0%	-6%
CC(C)(C)c1ccc(C(=O)Nc2ccc(S(N)(=O)=O)cc2)cc1	5%	37%[activator]	?	-7	-1%	0.3%	0%	12%	6	-5%	-3%
O=c1[nH]ncn1-c1ccccc1	-1%	17%	-1%	3	10%	-0.7%	2%	-4%	15	1%	-3%
CN1c2ccc(Cl)cc2C(=O)NC1C1CC=CCC1 (stereo not given)	/	/	?	4	-5%	-0.2%	4%	-17%	0	/	-2%
O=C(Nc1nncs1)Oc1ccccc1	0%	-12%	11%	-4	5%	-0.3%	-10%	-12%	2	3%	-8%
Cc1cc(C)n2nc(C(=O)OCC(=O)Nc3ccc(C)c(S(=O)(=O)N(C)C)c3)nc2n1	/	/	6%	/	-9%	0.0%	0%	/	-5	6%	0%
C=CCn1cnc2scc(-c3ccc(CC)cc3)c2c1=O	0%	-13%	/	0	-27%	/	/	1%	3	-3%	0%
Cc1sc2ncn(CC(=O)NCCN(C)C)c(=O)c2c1S(=O)(=O)N1CCC(C)CC1	-1%	7%	?	3	32%	-1.7%	-2%	2%	-2	0%	-2%
O=C(N/N=C/c1ccc2c(c1)OCO2)c1cc(-c2ccccc2Cl)nc2ccccc12	2%	0%	?	0	4%	4.5%	-2%	-5%	-18	2%	-1%
O=C(Nc1ccc(Br)cc1)c1cc(-c2ccncc2)nc2ccccc12	/	/	?	/	0%	-0.1%	1%	/	18	-9%	2%
CC(=O)c1cccc(NS(=O)(=O)N2CCCCC2)c1	-1%	-2%	-2%	-3	7%	0.3%	-9%	2%	-7	5%	-5%
CC(=O)c1ccccc1N(C(=O)Cn1nnc2ccccc21)C(C(=O)NCC1CCCO1)c1ccc(N2CCOCC2)cc1 (stereo not given)	1%	-15%	14%	-1	-33%	0.0%	0%	0%	8	-3%	-3%
O=C(Oc1ccccc1C(=O)N1CCOCC1)c1ccccc1	0%	-10%	3%	-1	11%	0.3%	-12%	-10%	-6	5%	-3%
COc1ccc(-c2nc3ccccn3c2CN2CCN(c3ccccc3F)CC2)cc1	-2%	-14%	-11%	-4	3%	0.5%	-1%	0%	-12	-2%	1%
COc1ccc(C(=O)Nc2nc3cc4c(cc3s2)OCO4)c(OC)c1	5%	/	9%	-3	12%	-1.0%	-17%	-8%	-14	160%[activator]	0%
O=C(N/N=C/c1sc2ccccc2c1O)c1ccccc1	0%	?	?	-2	-10%	0.2%	-2%	-13%	-12	-2%	?
CCOC(=O)c1ccccc1NC(=O)CSc1cccc[n+]1[O-]	-1%	11%	?	/	1%	-3.8%	-6%	-2%	7	-1%	-6%

The list goes on, starting with the last 6 of the part before.
SMILES	GALK inh	Menin MLL FP TR	BCR signal inh	Coupling enz	Integrin act MD	B2AR arrestin	Tb PFK inh	PKM2 act	Giardia kill	ASM inhibitor	PTAP TSG101 blk
CC(=O)c1ccccc1N(C(=O)Cn1nnc2ccccc21)C(C(=O)NCC1CCCO1)c1ccc(N2CCOCC2)cc1 (stereo not given)	1%	-15%	14%	-1	-33%	0.0%	0%	0%	8	-3%	-3%
O=C(Oc1ccccc1C(=O)N1CCOCC1)c1ccccc1	0%	-10%	3%	-1	11%	0.3%	-12%	-10%	-6	5%	-3%
COc1ccc(-c2nc3ccccn3c2CN2CCN(c3ccccc3F)CC2)cc1	-2%	-14%	-11%	-4	3%	0.5%	-1%	0%	-12	-2%	1%
COc1ccc(C(=O)Nc2nc3cc4c(cc3s2)OCO4)c(OC)c1	5%	/	9%	-3	12%	-1.0%	-17%	-8%	-14	160%[activator]	0%
O=C(N/N=C/c1sc2ccccc2c1O)c1ccccc1	0%	?	?	-2	-10%	0.2%	-2%	-13%	-12	-2%	?
CCOC(=O)c1ccccc1NC(=O)CSc1cccc[n+]1[O-]	-1%	11%	?	/	1%	-3.8%	-6%	-2%	7	-1%	-6%
CCN1C(=O)/C(=C2/Sc3ccccc3N2CCCS(=O)(=O)O)SC1=S	-2%&2%	?	7%&-2%	11&-3	?	-0.7%&-0.1%	?	3%&6%	-4&-1	16%&17%	-2%&-5%
Cc1csc2nc3ccccc3c(=O)n12	1%	-16%	7%	-2	-12%	-0.4%	1%	-6%	-17	28%	-4%
COc1ccc(CNC(=O)CNC(=O)c2ccc(C(C)(C)C)cc2)cc1OC	-1%	?	?	3	-2%	0.1%	-10%	/	22	-4%	-4%
O/N=C\c1cccn1-c1nccs1	0%	1%	11%	1	22%	-1.0%	-2%	-2%	24	4%	1%
C=CCSc1nnc(NC(=O)C2CSC3(C)CCC(=O)N23)s1 (stereo not given)	/	/	4%	/	-19%	0.0%	9%	/	0	-3%	0%
CCC(=O)N(CCc1ccc(S(N)(=O)=O)cc1)C1CC(=O)N(c2ccc(OC)cc2)C1=O (stereo not given)	-1%	26%	14%	5	18%	-0.8%	-1%	-1%	2	0%	1%
COc1cc(/C=C2/C(=O)NN(c3ccc(Cl)cc3)C2=O)ccc1OC(=O)c1ccco1	-3%	?	?	10	?	-0.1%	-9%	30%	-30	-18%	-4%
COc1ccc(Br)cc1S(=O)(=O)NCc1ccccc1	0%	-4%	-8%	0	2%	0.0%	10%	14%	-2	-2%	-3%
CC1CCCN(C(=O)CCS(=O)(=O)c2ccc3c(c2)n(C)c(=O)c(=O)n3C)C1 (stereo not given)	/	-19%	10%	1	20%	0.5%	0%	0%	-11	-2%	-2%
CCn1c(C)nc2cc(C(=O)N/N=C/c3ccccc3)ccc21	9%	-12%	-12%	-2	21%	0.0%	1%	-2%	6	4%	3%
CCOC(=O)C1(CCCc2ccccc2)CCN(C2CCSCC2)CC1	8%	?	?	4	-48%[inhibitor]	0.0%	3%	-7%	-10	0%	-3%
CCCCCCOC(=O)C1=C(C)NC(=O)NC1c1ccc2c(c1)OCO2 (stereo not given)	0%	?	-2%	2	-6%	-0.4%	1%	0%	12	-1%	-3%
CC(=O)N1CCN(C(=O)COC(=O)/C=C/c2ccccc2[N+](=O)[O-])CC1	/	/	0%	/	-35%[inhibitor]	-0.7%	0%	/	-5	3%	-7%
